High-throughput results (PubChem)
PAD4 inh: inhibitors of human PAD4. inhibition, % at 6.36 µM. 0.41% of 330,000 active. recombinant PAD4, RCA probe fluorescence polarization. Q9UM07;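 active = percent inhibition above a cutoff equal to the mean of all tested compounds plus 3 SD, cut at about 15% in these data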;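 also: 0% = PAD4 with RCA probe and DMSO and 100% = probe without PAD4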
Target sequence (Q9UM07 whole entry, looked up): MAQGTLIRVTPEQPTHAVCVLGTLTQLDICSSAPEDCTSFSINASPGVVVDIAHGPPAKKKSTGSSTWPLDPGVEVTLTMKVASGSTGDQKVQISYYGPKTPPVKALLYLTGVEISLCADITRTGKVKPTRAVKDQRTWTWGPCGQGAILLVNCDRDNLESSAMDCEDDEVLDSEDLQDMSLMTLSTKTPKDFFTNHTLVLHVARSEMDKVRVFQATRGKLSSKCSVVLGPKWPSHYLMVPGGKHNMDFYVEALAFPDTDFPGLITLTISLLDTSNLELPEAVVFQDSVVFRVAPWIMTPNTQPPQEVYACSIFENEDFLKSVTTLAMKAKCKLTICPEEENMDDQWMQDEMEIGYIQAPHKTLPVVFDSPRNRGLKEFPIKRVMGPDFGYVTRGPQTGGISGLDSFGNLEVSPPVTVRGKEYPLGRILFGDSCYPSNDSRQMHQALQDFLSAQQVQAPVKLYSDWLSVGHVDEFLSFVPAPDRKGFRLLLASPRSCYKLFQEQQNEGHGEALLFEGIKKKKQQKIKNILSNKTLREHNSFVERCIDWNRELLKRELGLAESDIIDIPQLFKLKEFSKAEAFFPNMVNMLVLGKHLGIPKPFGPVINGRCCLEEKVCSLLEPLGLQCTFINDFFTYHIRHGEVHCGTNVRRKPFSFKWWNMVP
PAFAH1B3 inh: blocks human PAF acetylhydrolase 1B catalytic subunit 3 | 0.28% of 340,000 active | AID 492972 | Q15102 | inhibition, % at 3.39 µM | recombinant PAFAH1B3, FP-rhodamine probe, fluorescence polarization;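 active = inhibition above the screen-wide average of all tested compounds plus 3 SD, cut at about 25% in these data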;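 also: 0% = enzyme with DMSO only and 100% = wells lacking PAFAH1B3 protein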
PAFAH2 FP inh: PAFAH2 (human) inhibition. Q99487. recombinant PAFAH2, FP-rhodamine activity probe, fluorescence polarization. inhibition, % at 3.39 µM. 0.99% of 340,000 active. AID 492956;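 active = inhibition above the mean over all tested compounds plus 3 SD, cut at about 30% in these data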;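 also: inhibitors block probe labeling of enzyme so polarization drops; 0% = enzyme with DMSO and 100% = wells lacking PAFAH2 protein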
PAFAH1B2 FP inh: PAFAH1B2 (human) inhibition; P68402; recombinant PAFAH1B2, FP-rhodamine activity probe, fluorescence polarization; inhibition, % at 3.39 µM; 1.2% of 340,000 active;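 active = inhibition above the mean of all tested compounds plus 3 SD, cut at about 24% in these data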;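 also: 0% = enzyme with DMSO and 100% = wells lacking PAFAH1B2; many of its hits are not listed in these tables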
Target sequence (P68402 whole entry, looked up): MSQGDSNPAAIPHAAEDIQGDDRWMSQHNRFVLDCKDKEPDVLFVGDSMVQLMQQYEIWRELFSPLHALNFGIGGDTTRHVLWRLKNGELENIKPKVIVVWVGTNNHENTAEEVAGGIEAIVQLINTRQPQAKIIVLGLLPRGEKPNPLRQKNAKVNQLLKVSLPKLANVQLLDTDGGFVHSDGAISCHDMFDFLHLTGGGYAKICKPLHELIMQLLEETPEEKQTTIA
LYPLA2 counter: counter-screen for PME1 inhibitors: inhibitors of human LYPLA2; AID 2177; O95372; inhibition, % at 5.9 µM; recombinant LYPLA2, FP-Rh probe fluorescence polarization; 0.38% of 320,000 active;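 active = inhibition above the screen-wide mean plus 3 SD, limit set per campaign, cut at about 26% in these data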;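 also: 0% = LYPLA2 with DMSO and 100% = wells lacking LYPLA2 enzyme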
pPAFAH inh: inhibitors of human plasma PAF acetylhydrolase (pPAFAH). Q13093. inhibition, % at 3.39 µM. recombinant pPAFAH, FP-rhodamine probe fluorescence polarization. 1.5% of 330,000 active;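 active = inhibition above the mean inhibition across the screen plus 3 SD, cut at about 25% in these data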;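 also: inhibitors block binding of the rhodamine activity-based probe so polarization drops; 0% = enzyme with DMSO and 100% = wells lacking pPAFAH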
GSTO1 inh: GSTO1 inhibition, counter-screen for RBBP9 inhibitors. P78417. recombinant GSTO1, activity-based probe fluorescence polarization. inhibition, % at 5.96 µM. 1.1% of 300,000 active;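 active = inhibition above the campaign mean inhibition plus 3 SD, cut at about 35% in these data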;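 also: 0% = GSTO1-1 with DMSO and 100% = wells lacking GSTO1-1 enzyme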
LYPLA1 inh: LYPLA1 (human) inhibition in PME1 counter-screen; O75608; AID 2174; 0.16% of 320,000 active; inhibition, % at 5.9 µM; recombinant LYPLA1, FP-Rh probe fluorescence polarization;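 active = inhibition above the mean of all tested compounds plus 3 SD, set per campaign, cut at about 14% in these data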;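 also: inhibitors block serine hydrolase probe labeling of LYPLA1 so polarization falls; 0% = enzyme with DMSO and 100% = wells lacking LYPLA1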
PME-1 inh: blocks human protein phosphatase methylesterase 1. Q9Y570. recombinant PME-1, FP-Rh probe fluorescence polarization. inhibition, % at 5.9 µM. 0.53% of 320,000 active;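 active = inhibition above the campaign mean of all compounds plus 3 SD, cut at about 26% in these data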;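 also: competitive labeling of PME-1 active site by serine hydrolase directed probe; 0% = PME-1 with DMSO and 100% = wells lacking PME-1 enzyme; inhibitors block probe labeling so polarization falls and inhibition rises; many of its hits are not listed in these tables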
* = called active by the depositor; x = no result given; & = joins results of further samples. A portion of the library, so the mix of outcomes need not match the whole.

Second line of a record: PAD4 inh	PAFAH1B3 inh	PAFAH2 FP inh	PAFAH1B2 FP inh	LYPLA2 counter	pPAFAH inh	GSTO1 inh	LYPLA1 inh	PME-1 inh
- CC(=O)c1cccc(S(=O)(=O)N(Cc2cc3cc4c(cc3[nH]c2=O)OCCO4)CC2CCCO2)c1 (configuration not stated)
 : 2	-2	-1	-4	-2	5	4	1	0
- c1ccc(-n2nnc(-c3nccs3)n2)cc1
 : 1	9	2	7	-4	7	-2	3	7
- CC(=O)Nc1nc(-c2ccccc2)nc(C)c1C(C)=O
 : 3	7	0	4	5	3	8	0	6
- Cc1ccc(NS(=O)(=O)c2ccc3c(c2)n(C)c(=O)n3C)cc1C
 : -6	0	-1	2	1	9	32	-2	-5
- O=C(Cn1[nH]c(=O)c2ccccc2c1=O)NCc1cccnc1
 : -1	10	3	8	-6	-2	-3	2	-1
- CCOC(=O)c1cc2n(c1C)-c1ccccc1C2=O
 : -8	6	8	3	3	5	-2	2	-5
- CCc1nnc(NS(=O)(=O)c2ccc(NC(=O)c3cccc(Br)c3)cc2)s1
 : -1	-3	-5	-4	7	-7	-14	-3	-4
- O=C(CCN1C(=O)c2ccccc2C1=O)Nc1cccc(O)c1
 : -3	6	6	3	4	1	-2	0	-1
- Oc1ccc(Oc2ccc(Oc3ccc(O)cc3)cc2)cc1
 : -1	15	-2	4	-4	7	-10	-8	-2
- COc1ccccc1Nc1ccncc1[N+](=O)[O-]
 : 0	0	-3	2	-4	4	1	-2	-9
- Cn1nc(C(=O)OCC(=O)c2ccc(Br)cc2)c2ccccc2c1=O
 : -1	2	8	11	0	0	x	-2	6
- CCNc1ccc(Br)cc(C(=O)/C=C/c2c(Cl)cccc2Cl)c1=O
 : -7	6	36*	1	5	44*	37*	-3	13
- Cc1cc(C)cc(OCC(=O)Nc2ccc(N3CCOCC3)cc2N2CCOCC2)c1
 : -4	-7	4	3	2	5	x	3	16
- CN(C)c1ccnc(C(=O)O)c1
 : 5	9	18	5	14	-1	0	4	-2
- CCC1(CC)Cc2ccccc2C2=C(C(=O)N3CCCCC3)C(=O)C(=O)N21
 : -1	4	4	17	-1	3	4	2	-3
- O=C(c1ccccc1NS(=O)(=O)c1cccc([N+](=O)[O-])c1)N1CCOCC1
 : -3	4	-5	0	4	7	2	3	4
- CCOc1ccc(Nc2nc(Cl)nc(NCCO)n2)cc1
 : -1	3	-1	7	-2	-3	6	0	3
- CN(C)CCNC(=O)/C=C/c1cn(-c2ccccc2)nc1-c1cc2ccccc2oc1=O
 : 0	10	6	2	11	4	-6	-1	1
- O=C(NCCCN1CCOCC1)c1ccc2c(c1)N(Cc1ccc(Cl)cc1)C(=O)c1ccccc1S2=O (configuration not stated)
 : -2	9	6	-2	-6	0	4	-1	-1
- CN1CCC[C@H]1c1cccnc1
 : 1&2	12&3	-16&-1	3&0	-6&0	1&-3	3&6	-2&-5	-3&-2
- CCN(CC)Cc1c(O)ccc2c(=O)c(-c3ccc4c(c3)OCCO4)coc12
 : 4	2	-7	8	0	4	3	0	2
- COc1cccc(-c2nc(SCC(=O)Nc3nc(-c4ccccc4)c(C)s3)[nH]c(=O)c2C#N)c1
 : -5	-7	-11	16	-20	-3	-58	-13	-22
- CC(C)C(NC(=O)c1c(F)cccc1F)C(=O)NCCc1ccc(S(N)(=O)=O)cc1 (configuration not stated)
 : 0	10	1	10	-3	8	5	-4	-6
- O=C1c2ccccc2NC(c2ccccn2)N1c1ccccc1F (configuration not stated)
 : 1	4	1	3	5	3	-2	4	-6
- O=C(COc1ccccc1)Nc1ncn[nH]1
 : -4	-2	3	7	-5	0	-4	0	-4
- CC(C)NC(=O)c1cc2c(C(F)(F)F)nn(C)c2s1
 : -2	0	-2	1	-12	-5	0	-7	2
- Nc1nc2n(n1)C(c1ccco1)CC(c1ccc(Cl)cc1)N2 (configuration not stated)
 : 0	-4	3	3	8	5	1	3	1
- CCCC(C)C(=O)Nc1ccc(F)c(Cl)c1 (configuration not stated)
 : -5	-3	4	2	0	-4	28	-5	-4
- O=C(NCc1ccccn1)c1cc(-c2ccc(Br)cc2)nc2ccccc12
 : 3	5	-5	4	0	1	4	1	0
- COc1cc(C(=O)NNC(=O)CNC(=O)c2ccc(Br)o2)cc(OC)c1OC
 : 0	11	-3	-1	-4	3	5	0	-1
- COc1cccc(CNC(=O)CCC2CCCN(C(=O)c3ccc(OC)o3)C2)c1 (configuration not stated)
 : -1	6	4	8	4	8	3	1	2
- CCC(=O)NC(=S)Nc1ccc(NC(=O)c2cc3ccccc3o2)c(OC)c1
 : -2	x	x	x	0	-2	-8	-1	-6
- CCOC(=O)C1=C(C)N(Cc2ccc(C(=O)O)cc2)C(=O)NC1c1ccc([N+](=O)[O-])cc1 (configuration not stated)
 : 4	4	-12	2	-4	10	-1	-5	0
- O=C(CN1CCC(O)(c2ccc(F)cc2)CC1)NCc1ccc(F)cc1
 : -2	7	6	6	9	4	-2	1	4
- O=[N+]([O-])c1cc(Cl)ccc1N1CCCC1
 : 1	6	-2	6	3	1	2	-4	5
- Cc1ccc(NC(=O)c2cc(S(=O)(=O)N3CCCC3)cn2C)cc1
 : -2	-2	-1	3	-2	2	0	-2	-1
- Cc1[nH]nc2c1C(C(C)C)C(C#N)=C(N)O2 (configuration not stated)
 : -1	5	-6	8	-2	-4	14	1	4
- Cc1cc(C)c(C(=O)COC(=O)CNC(=O)c2ccccc2C)c(C)c1
 : -2	10	3	-1	-5	4	11	-2	2
- Cc1ccc(C(=O)Nc2ccccc2N2CCN(C(=O)C(C)C)CC2)cc1C
 : -2	-1	16	2	-1	9	-5	0	-1
- CC(=O)c1c(C)[nH]c(C(=O)OCC(=O)N2c3ccccc3NC(=O)C2(C)C)c1C
 : -3	-1	-3	-1	-4	-3	-7	-2	-8
- Cc1ccccc1OCCC(=O)OCC(=O)NC(C)c1ccccc1 (configuration not stated)
 : 2	5	18	9	2	12	6	-2	8
- CCC(C)NC(=O)CN(c1cc(Cl)cc(Cl)c1)S(C)(=O)=O (configuration not stated)
 : 0	8	9	12	-4	1	3	-3	1
- CC(=O)Nc1ccc(OCC(=O)NCc2ccc3c(c2)OCO3)cc1
 : -3	5	-3	-1	-2	3	4	-1	-3
- Cc1ccc(NC(=O)CN(C)C(=O)c2ccc(C(F)(F)F)cc2)cc1
 : 3	-1	-2	3	2	2	-2	1	4
- Cc1noc(C)c1C(=O)Nc1cccc(S(=O)(=O)N2CCCCC2)c1
 : -4	2	3	1	1	-3	x	2	1
- COc1ccc(CN2C(=NC(=O)C3CCCO3)SC3CS(=O)(=O)CC32)cc1OC (configuration not stated)
 : 0	18	3	6	-4	-7	-4	1	-5
- COc1cccc(NC(=O)CSc2nc(C3CC3)nc3ccccc23)c1
 : 3	2	3	5	-7	8	1	0	-1
- CCc1ccccc1N(CC(=O)N1CCN(c2ccccc2)CC1)S(C)(=O)=O
 : -3	7	1	6	1	2	6	2	-3
- COc1ccc(OC)c(NC(=O)CSc2nnc(CNC(=O)c3cc(OC)c(OC)c(OC)c3)o2)c1
 : -5	5	3	-1	1	6	-2	0	2
- COc1ccc(NC(=O)COc2nc3ccccc3nc2N2CCOCC2)c(OC)c1
 : -3	-8	0	2	-2	-1	1	0	-2
- CCCOc1cccc(C(=O)Nc2cccc3ncccc23)c1
 : 0	13	-6	-2	3	2	7	-5	1
- Oc1ccc(Cl)cc1CNCc1ccc(C(F)(F)F)cc1
 : -1	-9	6	8	-6	7	7	2	2
- CCOc1ccc2nc(Cl)c(CN(C(C)=O)C3CCCCC3)cc2c1
 : 0	3	-6	8	8	1	5	1	-1
- COc1ccc(C(=O)NCCn2ccc3ccccc32)cc1
 : -7	6	3	0	3	5	13	-1	-2
- Cc1ccc(NC(=O)COC(=O)c2nn(C)c(=O)c3ccccc23)cc1F
 : 0	11	0	-6	x	-2	x	x	x
- Cn1cc(CNC(=O)c2cc(COc3ccc4c(c3)CCCC4)on2)cn1
 : -2	-2	4	0	3	5	-5	-4	6
- CCn1c(CCNC(=O)c2ccc(Cl)c(Cl)c2)nnc1SCCOc1ccc(OC)cc1
 : 3	5	-7	0	0	7	0	-4	-3
- Cn1cc(CNC(=O)C2CCCCC2)cn1
 : -1	8	0	3	-1	1	-7	-1	1
- COc1ccc(-c2cc(C(F)(F)F)nc(-n3cc(Cl)cn3)n2)cc1
 : -4	-11	-4	3	-9	4	-27	-5	-4
- CCC(C)Sc1nc2c(c(=O)n1C)SC(C)C2 (configuration not stated)
 : 2	10	-7	2	6	-1	5	-3	4

(further entries)
Second line of a record: PAD4 inh	PAFAH1B3 inh	PAFAH2 FP inh	PAFAH1B2 FP inh	LYPLA2 counter	pPAFAH inh	GSTO1 inh	LYPLA1 inh	PME-1 inh
- Cc1cccc(N=C2NC(=O)CS2)c1C
 : 3	-9	3	3	2	-1	3	-3	1
- C=CCc1cccc(CNn2cnnc2)c1O
 : 1	5	-4	1	3	0	-5	-1	0
- O=C(N/N=C/c1ccc2nccnc2c1)c1ccc(Br)cc1
 : 1	x	x	x	3	1	8	0	3
- O=C(NCCCN1CCOCC1)/C(=C/c1cccnc1)NC(=O)c1ccccc1
 : -3	-2	-3	5	1	0	4	0	1
- Cc1cccc(NC(=O)NCC(c2ccco2)N2CCCCC2)c1 (configuration not stated)
 : 1	7	-3	14	0	8	13	-4	1
- Fc1cccc(-n2c(-c3cccs3)nc3nc4ccccc4nc32)c1
 : -3	x	x	x	2	0	10	-1	-4
- COc1cccc(NC(=O)CN(C)C(=O)c2ccc(COc3ccccc3)cc2)c1
 : -4	-1	-1	-6	-4	4	-6	-5	-10
- COc1ccc(NC(=O)c2ccc3c(c2)C(=O)N(Cc2cccnc2)C3=O)cc1
 : -1	0	9	-4	6	0	4	3	4
- O=C(NCc1ccccc1)c1nccnc1CO
 : -2	4	-1	3	-4	1	-6	-6	4
- COc1cc(C(C(=O)NC2CCCC2)N(CCO)C(=O)Cn2nnc(-c3ccc(C)o3)n2)ccc1O (configuration not stated)
 : -2	0	8	-2	1	2	1	2	-3
